Bioassay records deposited in PubChem by NMMLSC.
RGS8-Gao reg: RGS8-Galphao binding modulators, primary screen, biochemical, multiplexed bead flow cytometry; Guanine nucleotide-binding protein G(o) subunit alpha (Homo sapiens), P09471; hit rate 0.34% among 220,000; response (percent of control binding), % at 10 µM; actives lie on both sides; in the data active = response below about 60% or above about 140%; inactive = in between;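 note: Galphao activated as the GDP aluminium fluoride complex binding bead-coupled RGS8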
Bfl-1 Bim block: inhibitors of Bim binding to Bfl-1, primary screen, biochemical, multiplexed, bead-based flow cytometry. Bcl-2-related protein A1 (Homo sapiens), Q16548. Bim-Bfl-1 binding inhibition. inhibition, % at 10 µM. hit rate 0.12% among 190,000. AID 1008, 2008;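 note: 0% = wells without compound plus tracer and 100% = blocker peptide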
RGS4-Gao reg: modulators of RGS4 binding to Galphao, primary screen, biochemical, multiplexed bead flow cytometry; binding response (% of control), % at 10 µM; actives lie on both sides; Guanine nucleotide-binding protein G(o) subunit alpha (Homo sapiens), P09471; hit rate 0.33% among 220,000; in the data active = binding response below about 49% or above about 150%; inactive = in between;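 note: fluorescent Galphao activated with aluminum fluoride binding bead-coupled RGS4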
Bcl-2 Bim block: inhibitors of Bim-Bcl-2 binding, primary screen, biochemical, multiplexed, human Bcl-2 family; inhibition, % at 10 µM; Bead-based flow cytometry, Bim peptide-Bcl-2 binding; Apoptosis regulator Bcl-2 (Homo sapiens), P10415; AID 950, 2007; hit rate 0.06% among 190,000; in the data active = inhibition above about 40%; inconclusive = no clear call, values can overlap the other calls;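 note: 0% = no compound wells with probe peptide and 100% = reference peptide inhibitor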
Bim-Bcl-XL: inhibitors of Bim-Bcl-XL binding, primary screen, biochemical, multiplexed, bead flow cytometry, human Bcl-XL. Bcl-2-like protein 1 (Homo sapiens), Q07817. Bim peptide-Bcl-XL binding, fluorescence. inhibition, % at 10 µM. hit rate 0.04% among 190,000. AID 1007, 2008
Target sequence (Q07817 whole entry, looked up): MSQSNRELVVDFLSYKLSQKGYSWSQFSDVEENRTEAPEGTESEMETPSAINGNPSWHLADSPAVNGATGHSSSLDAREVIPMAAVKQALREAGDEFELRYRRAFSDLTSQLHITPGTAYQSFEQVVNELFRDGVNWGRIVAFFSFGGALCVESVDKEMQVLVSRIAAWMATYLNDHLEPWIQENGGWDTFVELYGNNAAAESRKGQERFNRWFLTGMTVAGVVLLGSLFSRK
Bcl-B Bim block: inhibitors of Bim-Bcl-B binding, primary screen, biochemical, multiplexed, human Bcl-2 family | Bcl-2-like protein 10 (Homo sapiens), Q9HD36 | bead-based flow cytometry, Bim peptide-Bcl-B binding | inhibition, % at 10 µM | hit rate 0.073% among 190,000 | AID 951, 2007;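 note: 0% = tracer peptide without compound and 100% = reference inhibitor peptide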
RGS7-Gao: RGS7-Galphao binding modulators, primary screen, biochemical, multiplexed bead flow cytometry; Guanine nucleotide-binding protein G(o) subunit alpha (Homo sapiens), P09471; actives lie on both sides; binding response (% of control), % at 10 µM; hit rate 0.35% among 220,000; in the data active = binding response below about 49% or above about 150%; inconclusive = no clear call, values can overlap the other calls; inactive = in between;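 note: fluorescent Galphao held in activated GDP-AlF4 state binding bead-coupled RGS7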
GSH bead fluor: compound fluorescence on glutathione beads, profiling panel, artefact control, biophysical, 488/530 nm, flow cytometry. fluorescence (KMESF) at 10 µM. hit rate 0.25% among 190,000. GSH beads flow cytometry, compound fluorescence 488/530 nm; stronger effect = higher value. AID 1776, 2009; in the data active = fluorescence above about 89;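 note: glutathione beads carrying GST-tagged Bcl family fusion proteins plus one bare bead set; values are compound well signal with DMSO vehicle wells as background; inactives centre near 16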
Bim-Bcl-W: inhibitors of Bim binding to Bcl-W, primary screen, biochemical, multiplexed, bead-based flow cytometry | Bcl-2-like protein 2 (Homo sapiens), Q92843 | Bim peptide-Bcl-W binding | inhibition, % at 10 µM | hit rate 0.02% among 190,000 | AID 952, 2007;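 note: 0% = bound tracer without compound and 100% = peptide blocker; higher means less fluorescent Bim peptide bound to Bcl-W beads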
ABCG2 block: ABCG2 efflux pump inhibitors, primary screen, multiplex with ABCB1, IgMXP3 cells, flow cytometry; hit rate 0.1% among 190,000; JC-1 efflux; AID 1325, 2008; Broad substrate specificity ATP-binding cassette transporter ABCG2 (Homo sapiens), Q9UNQ0; inhibition, % at 6.6 µM;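 active = inhibition above 80%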;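 note: 0% = DMSO and 100% = nicardipine control wells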
Target sequence (Q9UNQ0 whole entry, looked up): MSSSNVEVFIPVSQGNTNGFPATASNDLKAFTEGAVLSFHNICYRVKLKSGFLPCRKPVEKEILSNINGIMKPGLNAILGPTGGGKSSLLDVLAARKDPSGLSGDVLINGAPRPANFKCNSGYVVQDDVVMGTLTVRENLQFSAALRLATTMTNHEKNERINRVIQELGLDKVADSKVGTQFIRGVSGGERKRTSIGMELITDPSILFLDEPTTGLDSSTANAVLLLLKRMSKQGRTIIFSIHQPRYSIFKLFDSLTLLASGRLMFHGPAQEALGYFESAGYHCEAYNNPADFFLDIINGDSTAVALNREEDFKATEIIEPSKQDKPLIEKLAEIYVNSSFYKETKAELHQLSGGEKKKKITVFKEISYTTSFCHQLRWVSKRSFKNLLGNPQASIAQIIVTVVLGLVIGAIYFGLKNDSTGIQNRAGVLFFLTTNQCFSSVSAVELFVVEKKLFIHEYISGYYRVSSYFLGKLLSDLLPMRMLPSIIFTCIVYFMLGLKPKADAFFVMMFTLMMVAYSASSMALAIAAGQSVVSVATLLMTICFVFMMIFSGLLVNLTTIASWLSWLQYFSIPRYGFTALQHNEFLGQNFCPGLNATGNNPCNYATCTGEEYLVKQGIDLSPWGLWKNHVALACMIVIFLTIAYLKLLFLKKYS
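Measure – % inhibition of efflux relative to nicardipine and DMSO · Test system – ABCG2 IgMXP3 and barcoded ABCB1 CCRF-Adr cell mix · Control set – nicardipine as high control, DMSO as low control · Compound – one concentration, 6.6 µM final · Signal – flow cytometry of retained JC-1 fluorescence · Timing – 10 min exposure at 25 °C with rotation, no wash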
ABCB1 inh: ABCB1 efflux pump inhibitors, primary screen, cell-based, multiplex, flow cytometry, ABCG2 counter-screen. ATP-dependent translocase ABCB1 (Homo sapiens), P08183. CCRF-Adr cells, JC-1 efflux. inhibition, % at 6.6 µM. hit rate 0.067% among 190,000; in the data active = inhibition above about 40%;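 note: 0% = vehicle and 100% = reference inhibitor; higher value means more JC-1 retained so stronger ABCB1 efflux block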
* marks the source's active call; other numbers are inactive results; ? = inconclusive. Cut-off read from the data, not from the text of the source, unless noted: active = inhibition above about 40%.

SMILES	RGS8-Gao reg	Bfl-1 Bim block	RGS4-Gao reg	Bcl-2 Bim block	Bim-Bcl-XL	Bcl-B Bim block	RGS7-Gao	GSH bead fluor	Bim-Bcl-W	ABCG2 block	ABCB1 inh
Cc1ccccc1C(=O)N1CCN(c2ccc(NC(=S)NC(=O)c3cccs3)cc2)CC1	99	-4	96	-3	-3	-3	?	16	-1	25	2.9
CN(C)CCNC(=O)CNC(=S)N(Cc1ccccc1)Cc1ccccc1F	119	2	105	3	3	-11	106	12	0	0	0.3
C=CCNC(=S)NNc1nc2c(c(=O)[nH]1)C1(CCCC1)Cc1ccccc1-2	101	-12	102	-1	-5	-14	102	14	-4	-3	-0.8
CC(C)(C)NC(=O)NC(=O)CSc1nncs1	103	-3	106	-1	-2	-1	?	11	0	4	0.9
COc1cc(C(=O)Nc2sc(C)c(C)c2C(=O)O)cc(OC)c1OC	101	0	102	2	1	7	99	20	5	2	-0.3
O=C(Nc1nc2ccccc2n1Cc1ccccc1)c1ccco1	100	-20	100	-15	-11	-11	103	32	-2	21	-0.1
COc1cccc(/C=N/Nc2ccc(C(=O)O)cc2)c1O	100	-1	102	-4	-1	0	98	14	-2	1	-0.3
O=C(Nc1ccc2c(c1)OCO2)C1CCN(C(=O)c2ccc(Cl)cc2)CC1	100	-10	102	-5	-7	-8	101	25	-3	2	0.4
CCOC(=O)c1ccc(NC(=O)NCc2ccncc2)cc1	108	3	98	0	-1	3	100	13	-1	2	0.3
CCN(CC)C(=O)CSc1nnc(-c2ccco2)n1Cc1ccco1	101	-1	106	-1	-2	-3	102	21	-1	0	0.0
O=C(NC(=S)Nc1ccc(N2CCOCC2)cc1)c1cccs1	101	0	102	-1	-3	-2	100	24	1	6	0.9
CCCN(CC1CC1)C(=O)CSc1ncnc2sc(C)c(C)c12	97	-10	97	-6	0	-7	102	9	0	6	1.1
O=C(C1CCN(c2ncnc3c2sc2cccc(F)c23)CC1)N1CCOCC1	99	-5	99	-4	-3	-4	97	13	-5	8	1.4
O=C(c1cc(Cl)c(=O)n(Cc2ccccc2)c1)N1CCOCC1	103	-10	105	-3	-4	-4	100	16	0	0	0.2
CC(CCc1ccccc1)NC(=O)C(=O)NCCc1ccccc1 (configuration not stated)	75	0	95	-5	-5	-5	95	11	-2	3	0.7
CC(C)n1c(=O)[nH]c2cc(C(=O)Nc3ccccc3)ccc21	107	-7	102	0	2	-7	101	16	1	3	0.8
O=C(Nc1cccc(F)c1)c1ccc(S(=O)(=O)N2CCOCC2)cc1	104	-6	103	-5	-1	-4	102	20	0	3	0.1
Cc1cc(NC(=O)CSc2nc3ccccc3s2)no1	101	-12	97	-4	-4	-7	100	17	0	3	1.1
COc1ccc(-c2noc(CCC(=O)NCCN3CCN(c4ccccc4F)CC3)n2)cc1	100	-16	102	-12	-4	-9	99	28	-1	25	3.7
Cc1nn(CC(=O)Nc2c(C)n(C)n(-c3ccccc3)c2=O)c(C)c1[N+](=O)[O-]	110	-2	106	-2	-13	-3	109	9	-12	1	0.2
COc1ccc(NC(=O)CSc2nc3ncccc3[nH]2)cc1OC	101	-12	103	-7	-6	-9	102	17	1	1	0.2
O=S(=O)(Nc1ccc2c(c1)OCCO2)c1cccs1	101	-8	103	-3	-4	-7	100	8	0	1	0.2
CCC(=O)Nc1ccc(C(=O)NNC(=O)COc2cccc(C)c2)cc1	101	-2	102	-5	-5	-3	102	6	-3	0	-0.2
COc1ccc(C(CNC(=O)COc2ccc(F)cc2Br)N2CCCC2)cc1 (configuration not stated)	104	0	108	-5	-2	0	105	18	-5	1	0.1
COCCCNc1oc(-c2cccs2)nc1S(=O)(=O)c1ccc(C)cc1	99	-4	98	-1	-3	0	?	19	0	3	0.9

Of the compounds above, these contain fluorine.
SMILES	RGS8-Gao reg	Bfl-1 Bim block	RGS4-Gao reg	Bcl-2 Bim block	Bim-Bcl-XL	Bcl-B Bim block	RGS7-Gao	GSH bead fluor	Bim-Bcl-W	ABCG2 block	ABCB1 inh
CN(C)CCNC(=O)CNC(=S)N(Cc1ccccc1)Cc1ccccc1F	119	2	105	3	3	-11	106	12	0	0	0.3
O=C(C1CCN(c2ncnc3c2sc2cccc(F)c23)CC1)N1CCOCC1	99	-5	99	-4	-3	-4	97	13	-5	8	1.4
O=C(Nc1cccc(F)c1)c1ccc(S(=O)(=O)N2CCOCC2)cc1	104	-6	103	-5	-1	-4	102	20	0	3	0.1
COc1ccc(-c2noc(CCC(=O)NCCN3CCN(c4ccccc4F)CC3)n2)cc1	100	-16	102	-12	-4	-9	99	28	-1	25	3.7
COc1ccc(C(CNC(=O)COc2ccc(F)cc2Br)N2CCCC2)cc1 (configuration not stated)	104	0	108	-5	-2	0	105	18	-5	1	0.1

Three compounds out of the list above, arranged by the value under Bim-Bcl-W, ascending:
SMILES	RGS8-Gao reg	Bfl-1 Bim block	RGS4-Gao reg	Bim-Bcl-XL	Bcl-B Bim block	RGS7-Gao	GSH bead fluor	Bim-Bcl-W	ABCG2 block
CCC(=O)Nc1ccc(C(=O)NNC(=O)COc2cccc(C)c2)cc1	101	-2	102	-5	-3	102	6	-3	0
CC(CCc1ccccc1)NC(=O)C(=O)NCCc1ccccc1 (configuration not stated)	75	0	95	-5	-5	95	11	-2	3
O=C(NC(=S)Nc1ccc(N2CCOCC2)cc1)c1cccs1	101	0	102	-3	-2	100	24	1	6

Remaining list, next part:
SMILES	RGS8-Gao reg	Bfl-1 Bim block	RGS4-Gao reg	Bcl-2 Bim block	Bim-Bcl-XL	Bcl-B Bim block	RGS7-Gao	GSH bead fluor	Bim-Bcl-W	ABCG2 block	ABCB1 inh
COP(=O)(CC(=O)c1ccccc1)CC(=O)c1ccccc1	96	-4	91	-2	-3	-4	?	18	-1	6	1.2
O=[N+]([O-])c1ccc(N2CCCC2)cc1NCc1ccccc1	97	-2	89	-2	-2	-4	89	26	-2	28	1.1
O=C(NNC(=O)c1cc(O)c(O)c(O)c1)NC1CCCCC1	81	3	84	0	11	-13	88	30	6	1	-0.1
O=C(COc1ccccc1)NCC(=O)N/N=C/c1ccccc1	121	-17	113	-7	2	0	115	8	2	23	1.0
COc1c(/C=N/NC(N)=S)c(C)nn1-c1ccccc1	96	4	95	0	0	-3	91	3	1	37	0.9
COc1ccc(N2CCN(c3oc(Cc4ccccc4)nc3C#N)CC2)cc1	104	-2	100	0	-1	0	102	18	-1	5	0.7
CCCOc1ccc(C(C)=O)cc1CC(C(=O)OCC)C(=O)OCC	100	0	104	2	-3	0	102	10	0	5	1.2
COc1ccc(NC(=O)C(=O)N/N=C/c2cc(C)n(-c3cccc(Cl)c3Cl)c2C)c(OC)c1	102	-4	101	-2	0	0	103	14	6	23	0.8
CCc1oc2c(C)c(O)ccc2c(=O)c1-c1ccc2ccccc2n1	102	-1	97	1	-1	0	94	52	1	2	0.8
Cc1ccc(-n2cccn2)c(CN2CCCC(C(=O)c3ccc4c(c3)OCO4)C2)c1 (configuration not stated)	101	-7	101	-4	-6	-8	103	13	-2	10	2.2
CCC(C)C(NC(=O)C1CCC(C)CC1)C(=O)NCc1cccnc1 (configuration not stated)	88	0	85	4	-1	-2	99	15	0	11	0.4
COCCn1cnnc1SCC(=O)Nc1cccc(S(=O)(=O)N(C)c2ccccc2)c1	103	-2	103	-3	0	-3	100	13	0	13	1.8
CC(C)(C)n1nnnc1C(c1cccc(C(F)(F)F)c1)N1CCOCC1 (configuration not stated)	94	-12	100	-7	-8	-11	92	35	1	6	-0.2
Cc1cc(Cl)c(OCCCCN2CCOCC2)c(Br)c1	103	-9	100	-5	-5	-5	98	16	-4	6	0.5
CCN(CC)S(=O)(=O)c1ccc(NC(=O)Cc2cccs2)cc1	99	-4	99	-3	-2	-3	92	20	0	6	1.6
COc1ccc(OC)c(NC(=O)c2ccc(NC(C)=O)cc2)c1	103	-19	101	-11	-7	-11	103	28	-2	22	-0.6
C=CCn1c(N2CCCC2)nc2c1c(=O)[nH]c(=O)n2C	101	-11	98	-8	-3	-3	97	14	3	6	1.1
O=C(CN1CCOCC1)NNc1nc(-c2ccccc2)c2cc(Br)ccc2n1	99	-1	100	0	-3	-9	104	21	0	5	0.1
c1ccc(COc2cccc(CN3CCN(c4ccccn4)CC3)c2)cc1	105	-1	116	-4	-1	-4	108	27	-1	4	0.5
CCC(=O)c1c[nH]c(C(=O)N2CCN(c3ccccc3)CC2)c1	100	3	99	5	0	4	?	17	0	2	0.2
